High-throughput results: PubChem, several laboratories
S1P4 antagonist: human S1P4 receptor antagonism | S1P4-expressing cells, antagonist mode, reporter read-out | hit rate 0.26% among 220,000 | inhibition, % at 4.98 µM; in the data active means inhibition above about 29%;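 further: 0% = wells stimulated with agonist and 100% = vehicle wells without agonist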
Target sequence (O95977 whole entry, looked up): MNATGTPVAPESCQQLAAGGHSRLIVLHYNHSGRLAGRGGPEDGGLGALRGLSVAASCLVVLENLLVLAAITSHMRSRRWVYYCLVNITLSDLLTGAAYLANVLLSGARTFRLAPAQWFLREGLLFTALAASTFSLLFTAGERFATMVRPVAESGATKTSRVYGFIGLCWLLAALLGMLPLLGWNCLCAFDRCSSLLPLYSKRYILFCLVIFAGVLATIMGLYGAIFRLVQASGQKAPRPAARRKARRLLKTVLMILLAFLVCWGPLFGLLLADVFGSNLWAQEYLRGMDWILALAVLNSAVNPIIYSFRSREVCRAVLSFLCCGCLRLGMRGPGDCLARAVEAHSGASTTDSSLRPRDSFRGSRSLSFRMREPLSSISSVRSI
NPY-Y1 PAM-ag: potentiates or activates human NPY-Y1 receptor. P25929. NPY-Y1 expressing cells, potentiator/agonist activation. activation, % at 3.6 µM. hit rate 0.37% among 220,000; in the data active means activation above about 33%, passing the limit was not always enough;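 further: cells stimulated with NPY at EC10 then isoproterenol at EC100; 0% = low agonist plus stimulus and 100% = saturating agonist plus stimulus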
NPY Y1 blocker: antagonists of human neuropeptide Y receptor Y1. HEK293-CNG Y1 cells, membrane potential fluorescence; NPY at EC95, then isoproterenol. inhibition, % at 3.6 µM. hit rate 1% among 200,000. AID 1040;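 active means inhibition above the campaign mean inhibition of all tested compounds plus 3 SD, cut at about 20% in these data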;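 further: 0% = DMSO wells given NPY plus isoproterenol and 100% = isoproterenol alone without NPY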
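material = HEK293 cells with Y1 receptor plus CNG channel | also added = NPY 25 nM then isoproterenol 1 µM plus Ro 20-1724 25 µM | schedule = dye 3 h, compound 60 min room temperature, stimulation 45 min | measured by = membrane potential fluorescence | benchmarks = high control isoproterenol alone, low control NPY with isoproterenol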
S1P4 agonist: agonists of human S1P4 receptor. O95977. S1P4-expressing cell line, agonist reporter assay. activation, % at 4.98 µM. hit rate 0.35% among 220,000. AID 1509; in the data active means activation above about 11%;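 further: 0% = DMSO vehicle and 100% = reference agonist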
EP2 mod: modulates human prostaglandin E2 receptor EP2 signaling | EP2-expressing cells, cAMP HTRF FRET, PGE2 co-stimulation | P43116 | induction, % at 25 µM | hit rate 0.83% among 260,000 | AID 940;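 active means compounds whose cAMP rise, as percent of the full-agonist control response, exceeds 60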;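 further: rat C6 glioma line stably carrying human EP2 under a CMV promoter; the protocol text gives 20 µM as final concentration; 100% = response of wells given 1 µM PGE2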
Target sequence (P43116 whole entry, looked up): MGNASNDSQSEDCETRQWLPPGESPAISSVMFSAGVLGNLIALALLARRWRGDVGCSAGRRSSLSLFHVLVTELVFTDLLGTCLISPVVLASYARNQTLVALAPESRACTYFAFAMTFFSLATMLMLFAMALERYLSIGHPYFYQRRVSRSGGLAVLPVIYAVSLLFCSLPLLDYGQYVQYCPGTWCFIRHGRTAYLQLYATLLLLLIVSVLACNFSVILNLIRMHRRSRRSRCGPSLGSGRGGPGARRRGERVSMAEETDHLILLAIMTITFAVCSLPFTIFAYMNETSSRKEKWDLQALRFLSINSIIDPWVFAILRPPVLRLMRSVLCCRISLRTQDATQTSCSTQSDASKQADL
p97 inhibitor: human p97 ATPase inhibition. P55072. recombinant p97 ATPase, Kinase-Glo ATP luminescence, 3 h. inhibition, % at 8 µM. hit rate 0.42% among 220,000; in the data active means inhibition above about 15%;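 further: 0% = DMSO vehicle and 100% = wells lacking enzyme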
NPY2 pot ag: potentiates or activates human NPY-Y2 receptor | cells expressing NPY-Y2, potentiator/agonist read-out | P49146 | hit rate 0.45% among 220,000 | activation, % at 3.6 µM; in the data active means activation above about 27%;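 further: cells stimulated with NPY near EC25 plus isoproterenol at EC100; 0% = vehicle plus submaximal agonist and 100% = vehicle plus saturating agonist; some results beyond the cut were filed as inactive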
PGE2 EP2 inh: inhibitors of human EP2 prostaglandin E2 receptor. P43116. hit rate 0.52% among 260,000. inhibition, % at 25 µM. AID 1422. C6 glioma cells expressing human EP2, cAMP TR-FRET; cells stimulated with saturating PGE2;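 active means percent inhibition above 40 after rounding to a whole number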;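 further: rat C6 glioma host cells with rolipram phosphodiesterase inhibitor present; the protocol text gives 20 µM as final concentration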
eIF4E 4G PPI: blocks eIF4E binding to eIF4G. TR-FRET eIF4E-eIF4GI(517-606) binding, 2 h. inhibition, % at 21.7 µM. hit rate 0.37% among 220,000. AID 782;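 active means inhibition above about 30%, limit read from the data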;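 further: 0% = full FRET control wells and 100% = background wells lacking eIF4GI fragment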
Numbers without * were called inactive; / = no result given; & = joins results of further samples; [ ] = dose if it differs, or a comment.

SMILES	S1P4 antagonist	NPY-Y1 PAM-ag	NPY Y1 blocker	S1P4 agonist	EP2 mod	p97 inhibitor	NPY2 pot ag	PGE2 EP2 inh	eIF4E 4G PPI
COc1cccc(C(C(=O)NC(C)(C)C)N(C(=O)CCC(=O)Nc2cc(C)on2)C(C)(C)C)c1OC (stereo not given)	-14.6	-7.5	-3.6	-1.3	21.9	-4.6	-1.0	14.2	-0.3
Cc1ccc(-n2c(SCC(=O)Nc3ccc4c(c3)OCO4)nnc2-c2ccoc2C)cc1	-4.2	5.9	2.2	0.0	64.9*	0.8	5.9	14.1	-8.2
CC(=O)Nc1ccc(-c2nnn(CC(=O)c3ccc(F)cc3)n2)cc1Cl	-13.5	15.7	/	-0.6	-25.1	2.1	-3.5	4.6	-3.7
CCOCCCN(CCC#N)S(=O)(=O)c1ccc(S(=O)(=O)N2CCCC2)cc1	-14.8	7.0	1.9	-1.3	-9.7	3.6	-7.6	7.0	1.8
O=C(O)CCCNC(=O)c1ccccn1	4.8	-15.9	0.2	0.7	17.8	3.5	-0.3	7.3	2.7
COc1cc(OC)cc(C(=O)Nc2nc(-c3ccccc3)c(-c3ccccc3)o2)c1	-23.9	-11.8	-0.8	-0.2	7.5	0.9	4.1	4.1	8.0
Cc1cc(C)nc(NCC(O)CNc2ccccc2C)n1 (stereo not given)	-15.1	9.1	2.6	1.7	-2.0&12.9	3.4	-12.0	8.1&7.1	-0.9
Cc1cc(C)nc(N/N=C/c2ccccc2OCc2ccc([N+](=O)[O-])cc2)n1	-8.4	-2.2	6.8	2.3	-31.5	3.8	4.1	6.0	5.1
COC(=O)c1n[nH]n(-c2cc(Cl)cc(Cl)c2)c1=O	10.4	-7.1	/	-0.1	26.3	-7.5	-34.5	8.0	2.8
CC1CCN(Cc2nc3c(c(=O)n(C)c(=O)n3C)n2CCc2ccccc2)CC1	7.1	-28.9	15.8	-1.4	/	-9.7	-14.1	13.7	/
COC(=O)COc1ccc(S(=O)(=O)NCCC2=CCCCC2)cc1	-6.0	2.5	0.6	-1.8	-8.3	-2.6	1.1	11.5	-11.1
Cc1cccc(C)c1Nc1nnc(SCc2nc3ccccc3c(=O)[nH]2)s1	-0.7	-7.4	-3.4	1.3	22.1	2.1	2.8	9.0	-4.3
Cc1cccc(N(Cc2cc(=O)[nH]c3ccccc23)C(=O)C(C)C)c1	-15.6	7.5	/	0.5	-4.7	-0.4	-9.6	8.1	2.0
CCOCCCNC(=O)c1ccc2c(=O)n(CCCOCC)c(=S)[nH]c2c1	-17.7	-2.9	-2.3	-0.5	-52.0	-3.4	-7.9	11.4	1.4
O=C(NCc1cccnc1)c1cccc(NC(=O)c2ccco2)c1	-17.0	-0.4	-2.5	0.3	12.8	-1.4	-2.3	/	4.7
O=C(CCl)Nc1cc(-c2ccccc2)nn1-c1ccccc1	7.2	5.4	-3.1	-1.1	36.4	19.5*	1.5	5.2	3.6[fluorescence artefact?]
CCOc1ccc(CC2CC(=O)NC2=O)cc1 (stereo not given)	7.2	-21.6	-1.7	-0.3	16.5	-0.8	-0.6	14.3	-9.8[fluorescence artefact?]
Cc1sc(NC(=O)CSc2nnnn2C2CCCCC2)c(C#N)c1C	-4.5	-7.0	2.8	-0.2	-6.2	0.2	-4.9	/	5.5
CSc1nc(-c2ccco2)nn1S(=O)(=O)c1ccccc1	-5.7	-38.6	23.6*	-1.2	33.0	-2.7	5.7	/	19.6
CC(=O)CSc1nc(N(C)C)nc(N(C)C)n1	17.7	18.1	-3.1	-1.0	4.4	2.6	18.7	1.0	-0.3
Cc1ccc(-n2ncc(C#N)c2/N=C/N2CCN(C)CC2)cc1	1.6	-13.9	2.0	0.7	8.0	-9.8	1.1	8.2	-0.1
CC(NC(=O)Nc1nnc(C(F)(F)F)s1)N1C(=O)C2C3C=CC(C3)C2C1=O (stereo not given)	-5.2	-1.5	-1.9	-2.7	24.3	1.8	7.5	7.6	5.2
Cc1ccc(NC(=O)C2CCCN2C(=O)NC2CCCCC2)cc1 (stereo not given)	11.0	-9.2	-3.0	1.2	10.2&-3.4	-2.5	-5.9	4.8&5.7	1.6
C=CCSc1nc2ccccc2c2nc(-c3ccccc3)nn12	-8.2	-20.9	3.6	1.5	36.7	6.2	-19.1	9.6	0.2
N#Cc1nc(-c2ccccc2)oc1NCC1CCCO1 (stereo not given)	-23.3	-26.7	-1.7	0.8	-48.3	-0.4	4.1	5.1	0.2[fluorescence artefact?]
(listing goes on)
SMILES	S1P4 antagonist	NPY-Y1 PAM-ag	NPY Y1 blocker	S1P4 agonist	EP2 mod	p97 inhibitor	NPY2 pot ag	PGE2 EP2 inh	eIF4E 4G PPI
CCOc1ccc2c(C)c(Cl)c(=O)oc2c1	-1.8	-10.0	1.5	-1.1	-12.1	3.5	-8.2	15.6	-1.2
COC(c1ccccc1)c1nnc(CCC(=O)NCCC(C)C)o1 (stereo not given)	-17.2	7.1	1.2	4.4	11.7	2.1	5.8	6.5	-1.0
Cc1ccccc1OCc1nnc(SCC(=O)NCc2ccccc2)n1C	-0.3	15.0	10.9	0.8	22.1	-0.2	-5.5	2.7	-3.4[fluorescence artefact?]
CCN1CCN(CCCNC(=O)C2c3ccccc3C(=O)N(C)C2c2ccc(OC)cc2)CC1 (stereo not given)	-5.7	7.6	-3.0	-0.9	-2.4	-4.8	-19.3	3.9	-2.8
CC(NC(=O)c1ccc2c(c1)OCCO2)c1ccc(S(N)(=O)=O)cc1 (stereo not given)	-6.1	-22.1	2.3	0.4	36.3	0.9	-15.3	3.2	-1.1
CC(=O)Cc1nsc(NC(=O)c2ccc(Cl)cc2Cl)n1	-11.7	4.7	7.7	1.2	14.6	-2.2	-12.7	6.7	-0.5
O=C(Nc1cccc(S(=O)(=O)N2CCOCC2)c1)C1CCCN(C(=O)c2ccc(Cl)cc2)C1 (stereo not given)	-16.1	11.5	/	1.0	3.2	1.0	-5.9	4.5	-6.4
Cc1cc(C)cc(NC2=NCC(=O)N2Cc2ccccc2)c1	-0.7	-14.9	2.0	-3.1	36.1	-5.8	5.0	14.9	-1.0
C#CCOCCOCCOCCNc1nc(N2CCN(C(=O)[C@H](Cc3ccc(O)cc3)n3cc(CCO)nn3)CC2)nc(N2CCN(C(=O)[C@H](Cc3ccc(O)cc3)n3cc(CCO)nn3)CC2)n1	-1.9	9.4	-5.6	0.2	10.2	12.0	3.7	/	-4.8
Cc1nc2ccccc2n1C1CC(=O)N(N(C)C)C1=O (stereo not given)	13.8	10.6	1.9	-1.3	22.8	1.1	16.9	12.8	7.4
CCc1nnc(NC(=O)CSc2nnc(-c3ccco3)n2C)s1	-20.5	5.4	5.7	-0.3	-2.9	3.6	1.5	12.2	-2.0
Cc1ccc(/C=C(\C#N)C(=O)Nc2cccc3ncccc23)o1	-29.6	-0.4	1.8	-0.2	17.0	7.0	6.8	6.9	-0.5[fluorescence artefact?]
Cn1cccc1/C=C1\CC(C(C)(C)C)C/C(=C\c2cccn2C)C1=O (stereo not given)	1.6	-2.6	-1.1	1.0	70.7*	-0.5	-3.2	3.5	-4.5[fluorescence artefact?]
O=C(Cc1ccccc1)Nc1cc([N+](=O)[O-])ccc1N1CCOCC1	8.0	-10.1	1.6	-2.6	7.3	1.2	-0.4	7.8	-3.7
COc1ccc(CCNC(=O)CSc2nc(C)cs2)cc1	-8.5	-10.5	-0.5	1.0	8.0	3.0	-12.7	6.9	-0.6
COc1ccc2sc(NC(=O)c3ccco3)nc2c1	-13.1	2.8	-8.6	-3.0	-3.2	-26.0	4.7	11.8	1.1
FC(F)(F)c1cc(C(F)(F)F)c2ccc(N3CCN(c4ccc(Cl)cc4)CC3)nc2n1	-8.7	-5.8	3.3	2.5	8.7	1.1	2.1	10.3	-3.7[fluorescence artefact?]
Cc1cccc(N2C(=N)SCC2=O)c1C	-14.4	14.9	2.2	0.6	11.6	1.6	1.5	4.8	11.6[fluorescence artefact?]
COc1ccc(C2NC(=O)NC3=C2CCc2ccccc23)cc1 (stereo not given)	3.7	14.4	-4.2	-0.3	30.5	4.2	8.9	17.9	-1.2[fluorescence artefact?]
O=C(NC(=S)Nc1ccccc1N1CCOCC1)c1ccc(-c2ccccc2F)o1	-9.2	-40.9	/	1.9	21.7	2.1	-25.6	4.7	-9.8
CC(=O)c1cc2c(cc1NC(=O)C1CC=CCC1C(=O)O)OCO2 (stereo not given)	-1.3	-2.5	6.4	1.3	8.3	-0.4	-25.8	7.1	0.3[fluorescence artefact?]
CC(=O)Nc1ccccc1/C=C/c1ccc2c(C)cc(C)c(O)c2n1	-11.7	-0.4	-0.6	1.8	1.4	-1.1	2.6	1.2	2.8
COc1ccc(C2c3c(ccc4ccccc34)Oc3ncn4nc(CO/N=C/c5ccccc5)nc4c32)cc1 (stereo not given)	-15.4	-3.7	-5.6	1.2	10.5	-4.1	-5.9	6.0	-12.6
Cc1ccc(-n2nc(C)c3c2OC(N)=C(C#N)C3c2cccs2)cc1 (stereo not given)	-0.9	-1.7	-4.4	0.9	4.7	7.6	-6.3	/	-4.1
CC1(C)CC(=O)C2=C(C1)NC1=C(C(=O)c3ccccc31)C2c1cc([N+](=O)[O-])ccc1O (stereo not given)	-23.5	22.8	/	2.6	-24.1	8.2	16.5	14.8	-1.3

Four entries out of the list, arranged by length of the SMILES, low to high:
SMILES	S1P4 antagonist	NPY-Y1 PAM-ag	NPY Y1 blocker	S1P4 agonist	EP2 mod	p97 inhibitor	NPY2 pot ag	PGE2 EP2 inh	eIF4E 4G PPI
CCOc1ccc2c(C)c(Cl)c(=O)oc2c1	-1.8	-10.0	1.5	-1.1	-12.1	3.5	-8.2	15.6	-1.2
COc1ccc(CCNC(=O)CSc2nc(C)cs2)cc1	-8.5	-10.5	-0.5	1.0	8.0	3.0	-12.7	6.9	-0.6
Cc1ccccc1OCc1nnc(SCC(=O)NCc2ccccc2)n1C	-0.3	15.0	10.9	0.8	22.1	-0.2	-5.5	2.7	-3.4[fluorescence artefact?]
CC(=O)Nc1ccccc1/C=C/c1ccc2c(C)cc(C)c(O)c2n1	-11.7	-0.4	-0.6	1.8	1.4	-1.1	2.6	1.2	2.8

The list continues.
SMILES	S1P4 antagonist	NPY-Y1 PAM-ag	NPY Y1 blocker	S1P4 agonist	EP2 mod	p97 inhibitor	NPY2 pot ag	PGE2 EP2 inh	eIF4E 4G PPI
Cc1cc(C)n(CC(=O)n2c(C)c(C)c3ccccc32)n1	-9.8	-4.2	5.5	3.1	-11.3	0.0	3.8	13.2	-0.8
COc1ccc(NC(=O)c2ccco2)cc1NC(=O)c1cccc(OC(C)C)c1	6.6	11.2	7.2	1.7	-18.7&-48.3	-4.8	-5.2	6.8&6.6	1.1
CN(Cc1ccccc1)C(=O)C(C(=O)c1ccc(F)cc1)n1cc(Cl)ccc1=O (stereo not given)	4.6	-3.3	0.6	-0.7	26.5	-1.1	-9.5	5.1	4.2
Cc1ccc(NC(=O)Cn2nnc(C(=O)NCc3ccco3)c2N)cc1	-5.0	-8.4	-1.1	-1.7	16.1	2.2	-5.0	5.0	7.9[fluorescence artefact?]
Cc1ccc(O)c(-c2cc(C(F)(F)F)[nH]n2)c1	-10.5	5.7	-5.2	0.7	-7.6	0.3	14.7	2.9	8.5
CCCCCCN1C(=O)C(O)=C(C(C)=O)C1c1ccccc1[N+](=O)[O-] (stereo not given)	1.7	9.3	6.3	-0.1	11.8	1.3	-11.2	6.5	-1.8
O=C(Nc1ccc(N2CCN(C(=O)C3CC3)CC2)cc1)c1cccs1	-9.7	9.6	11.0	0.2	-21.2	0.7	9.3	3.0	0.3
O=C(c1ccco1)N1CCN(S(=O)(=O)c2ccc3c(c2)CCN3C(=O)C2CC2)CC1	-7.9	-19.8	-0.4	-0.9	-1.1	4.4	-8.1	14.9	-6.4

This is a subset; count on the stated rates, not on these rows.
